Pf apPOL inh: Pf-apPOL DNA polymerase inhibition; inhibition, % at 10 µM; Recombinant Pf-apPOL, molecular beacon fluorescence, 1.5 h; actives 0.25% (n = 210,000)
mHTT CaM bind: disrupts binding of mutant huntingtin to calmodulin. P42858. AlphaScreen His-mHTT/GST-CaM binding, luminescence. inhibition, % at 15 µM. actives 3.6% (n = 190,000);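 further: 0% = both proteins with DMSO and 100% = one protein alone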
The depositor's hits bear a star; & = joins results of further samples. No stated cut-off is given here; in the data, active means inhibition above about 50%; inactive means the rest. Not all compounds are listed, so the mix of outcomes need not match the whole.

O=C(Nc1ccccn1)c1ccc([N+](=O)[O-])cc1 was read as Pf apPOL inh 0 and mHTT CaM bind -5.
Screening O=C(O)COc1c(Cl)cc(/C=C2\C(=O)NC(=O)N(c3ccccc3)C2=O)cc1Cl returned Pf apPOL inh -3 and mHTT CaM bind 0.
For COC(=O)c1ccc2c(=O)n(-c3ccc(Cl)cc3)c(N3CCCC3)nc2c1 the results were Pf apPOL inh -2 and mHTT CaM bind -9.
`CN(C)c1ccc(/C=C2N=C(/C=C/c3cccc([N+](=O)[O-])c3)OC\2=O)cc1` gave Pf apPOL inh -2 and mHTT CaM bind -2.
`CN1CCN(CCCNC(=O)CC(C(=O)N2CCc3ccccc32)n2ccnc2)CC1` (centres undefined) gave Pf apPOL inh -12 and mHTT CaM bind 20.
`CCN1CCCC1CNc1cc(-c2ccccc2)nc2ncnn12` (centres undefined) gave Pf apPOL inh -3 and mHTT CaM bind 14.
CCOc1ccc(NC(=O)c2cccnc2)cc1 was read as Pf apPOL inh 8 and mHTT CaM bind 4.
CC(C)Sc1nc2c(c(=O)n1-c1ccc(Br)cc1)SCC2 was read as Pf apPOL inh -12 and mHTT CaM bind -5.
Cc1cccc(NS(=O)(=O)C2CCS(=O)(=O)C2)c1 (centres undefined) was read as Pf apPOL inh -3 and mHTT CaM bind 3.
Cc1ccc(NC(=O)CCN2CCc3ccccc3C2)cc1 was read as Pf apPOL inh -7 and mHTT CaM bind 6.
Screening CN(c1ccccc1)S(=O)(=O)c1ccccc1Br returned Pf apPOL inh -5 and mHTT CaM bind -25.
`O=C1C(=O)N(CCCN2CCOCC2)C(c2ccncc2)C1=C(O)c1ccccc1` (centres undefined) gave Pf apPOL inh -3 and mHTT CaM bind 2.
`Oc1ccc(C2=Nn3c(nnc3-c3ccc(Cl)cc3Cl)SC2)cc1O` gave Pf apPOL inh -4 and mHTT CaM bind 26.
Screening Cc1ccc(CC(=O)Nc2nnc(C3CC(=O)N(c4ccc(Cl)cc4)C3)o2)cc1 (centres undefined) returned Pf apPOL inh -3 and mHTT CaM bind 3.
Screening COCCCNC(=O)c1cnn2c3c(cnc12)CCCCCC3 returned Pf apPOL inh -3 and mHTT CaM bind 4.
For Cc1c(O)ccc2c(=O)c(-c3ccc4c(c3)OCCO4)coc12 the results were Pf apPOL inh -4 and mHTT CaM bind 2.
For O=C(CN1CCN(S(=O)(=O)c2cc(Cl)ccc2Cl)CC1)Nc1ccc(F)c(F)c1 the results were Pf apPOL inh -5 and mHTT CaM bind 8.
`Cc1nc(C2CCN(Cc3cccs3)CC2)n[nH]1` gave Pf apPOL inh -4 and mHTT CaM bind -10.
CCOc1cc(C2C(C#N)=C(N)Oc3n[nH]c(C)c32)ccc1O (centres undefined) was read as Pf apPOL inh 10 and mHTT CaM bind 11.
For COc1ccc(C(=O)N2CCC3(CC2)NC(=O)c2ccc(F)cc2N3C)cc1 the results were Pf apPOL inh -2 and mHTT CaM bind 4.
For Cc1ccccc1N=c1oc2ccc([N+](=O)[O-])cc2cc1C(=O)Nc1nccs1 the results were Pf apPOL inh -19 and mHTT CaM bind 2.
For CCSc1nnc2c(n1)OC(/C=C/c1ccc([N+](=O)[O-])o1)Nc1ccccc1-2 (centres undefined) the results were Pf apPOL inh 3 and mHTT CaM bind 44.
Screening Cc1ccc(C)c(OCC(=O)Nc2ccc(Cl)cc2C)c1 returned Pf apPOL inh -5 and mHTT CaM bind -6.
`CCOC1=NN(c2ccc([N+](=O)[O-])cc2)C(=O)/C1=C/c1ccc(Cl)c(Cl)c1` gave Pf apPOL inh 8 and mHTT CaM bind 32.
O=C(CN1CCCCCC1)N1c2ccccc2Sc2ccc(Cl)cc21 was read as Pf apPOL inh -3 and mHTT CaM bind 3.
COc1ccccc1-n1c(CSc2ccccc2[N+](=O)[O-])n[nH]c1=S was read as Pf apPOL inh 1&12.
`Cc1ccc(-c2nc(-c3ccnc(N4CCCC4)c3)no2)s1` gave Pf apPOL inh 0 and mHTT CaM bind -31.
Screening Cc1ccc2[nH]cc(CCN3CC(C(=O)NCCCOC(C)C)CC3=O)c2c1 (centres undefined) returned Pf apPOL inh -6 and mHTT CaM bind 19.
`COC(=O)NCCC(O)C(C)(C)C` (centres undefined) gave Pf apPOL inh -2 and mHTT CaM bind -3.
CCn1cnnc1C1CCCN(Cc2ccc3cc[nH]c3c2)C1 (centres undefined) was read as Pf apPOL inh -6 and mHTT CaM bind 12.
Screening COc1ccc(NC(N)=Nc2nc(C)cc(C)n2)cc1 returned Pf apPOL inh -6 and mHTT CaM bind 3.
Cc1cccc(N2C(=O)CSC23C(=O)Nc2ccccc23)c1 (centres undefined) was read as Pf apPOL inh -5 and mHTT CaM bind -2.
O=C(NCc1ccc2c(c1)CCCN2C(=O)C1CCC1)C1CCCCC1 was read as Pf apPOL inh 2 and mHTT CaM bind 3.
For O=C(Cc1csc(NC(=O)c2cnccn2)n1)NCc1ccco1 the results were Pf apPOL inh 4 and mHTT CaM bind 38.
CN(C)c1cc(N2CCCC(NC(=O)c3ccncc3)C2)ncn1 (centres undefined) was read as Pf apPOL inh 3 and mHTT CaM bind 4.
For c1coc(-c2cn3ccc4ccccc4c3n2)c1 the results were Pf apPOL inh -6 and mHTT CaM bind 36.

Ordered by molecular weight (highest first): some entries from above.
`CCOC1=NN(c2ccc([N+](=O)[O-])cc2)C(=O)/C1=C/c1ccc(Cl)c(Cl)c1` gave Pf apPOL inh 8 and mHTT CaM bind 32.
For CCSc1nnc2c(n1)OC(/C=C/c1ccc([N+](=O)[O-])o1)Nc1ccccc1-2 (centres undefined) the results were Pf apPOL inh 3 and mHTT CaM bind 44.
Screening Cc1ccc2[nH]cc(CCN3CC(C(=O)NCCCOC(C)C)CC3=O)c2c1 (centres undefined) returned Pf apPOL inh -6 and mHTT CaM bind 19.
For COc1ccc(C(=O)N2CCC3(CC2)NC(=O)c2ccc(F)cc2N3C)cc1 the results were Pf apPOL inh -2 and mHTT CaM bind 4.
COc1ccccc1-n1c(CSc2ccccc2[N+](=O)[O-])n[nH]c1=S was read as Pf apPOL inh 1&12.
O=C(CN1CCCCCC1)N1c2ccccc2Sc2ccc(Cl)cc21 was read as Pf apPOL inh -3 and mHTT CaM bind 3.
O=C(NCc1ccc2c(c1)CCCN2C(=O)C1CCC1)C1CCCCC1 was read as Pf apPOL inh 2 and mHTT CaM bind 3.
For O=C(Cc1csc(NC(=O)c2cnccn2)n1)NCc1ccco1 the results were Pf apPOL inh 4 and mHTT CaM bind 38.
CN(C)c1cc(N2CCCC(NC(=O)c3ccncc3)C2)ncn1 (centres undefined) was read as Pf apPOL inh 3 and mHTT CaM bind 4.
CCOc1cc(C2C(C#N)=C(N)Oc3n[nH]c(C)c32)ccc1O (centres undefined) was read as Pf apPOL inh 10 and mHTT CaM bind 11.
Cc1cccc(N2C(=O)CSC23C(=O)Nc2ccccc23)c1 (centres undefined) was read as Pf apPOL inh -5 and mHTT CaM bind -2.
CCn1cnnc1C1CCCN(Cc2ccc3cc[nH]c3c2)C1 (centres undefined) was read as Pf apPOL inh -6 and mHTT CaM bind 12.
Screening Cc1ccc(C)c(OCC(=O)Nc2ccc(Cl)cc2C)c1 returned Pf apPOL inh -5 and mHTT CaM bind -6.
Screening COc1ccc(NC(N)=Nc2nc(C)cc(C)n2)cc1 returned Pf apPOL inh -6 and mHTT CaM bind 3.
For c1coc(-c2cn3ccc4ccccc4c3n2)c1 the results were Pf apPOL inh -6 and mHTT CaM bind 36.
`COC(=O)NCCC(O)C(C)(C)C` (centres undefined) gave Pf apPOL inh -2 and mHTT CaM bind -3.

(listing goes on)
Screening O=[N+]([O-])c1ccc(S(=O)(=O)c2ccccc2)cc1O returned Pf apPOL inh 3.
`CC(C)N(CCC#N)S(=O)(=O)c1ccccc1` gave Pf apPOL inh -6 and mHTT CaM bind -4.
For CCC(=O)N1CCc2c(C(=O)N3CCN(c4ccccc4Cl)CC3)cccc21 the results were Pf apPOL inh -1 and mHTT CaM bind 3.
Screening O=C(C1=CN(c2ccccc2)c2cc(F)ccc2S1(=O)=O)N1CCCCC1 returned Pf apPOL inh -2 and mHTT CaM bind -1.
Cc1[nH]n2c(=O)c3c(nc2c1-c1ccc(Cl)cc1)CCCC3 was read as Pf apPOL inh -15 and mHTT CaM bind 7.
Screening O=C(CN1CCN(C(=O)Nc2ccccc2)CC1=O)N1CCCCC1 returned Pf apPOL inh -2 and mHTT CaM bind -1.
For COc1ccc(OC)c(NC(=O)c2ccc(OC)c([N+](=O)[O-])c2)c1 the results were Pf apPOL inh 0 and mHTT CaM bind -6.
Screening Cc1cccn2c(=O)c3cc(C(=O)N4COCC4(C)C)sc3nc12 returned Pf apPOL inh -8 and mHTT CaM bind -9.
For O=C(CSc1nnnn1-c1ccccc1)Nc1ccc(Cl)cc1Cl the results were Pf apPOL inh -4 and mHTT CaM bind -3.
CCCn1ncc(N2CCC(C(=O)NCCc3ccncc3)CC2)cc1=O was read as Pf apPOL inh 4 and mHTT CaM bind -2.
O=[N+]([O-])c1ccccc1CN1CCOCC1 was read as Pf apPOL inh 3 and mHTT CaM bind 2.
Cc1cc(C)nc(Sc2ccc3nsnc3c2[N+](=O)[O-])n1 was read as Pf apPOL inh 1 and mHTT CaM bind 3&7.
Screening CS(=O)(=O)N1CCC(CNC(=O)C(=O)NCc2cccs2)CC1 returned Pf apPOL inh 8 and mHTT CaM bind -2.
CCc1ccc(O)c(N=Cc2cc(C(=O)O)ccc2O)c1 was read as Pf apPOL inh 42 and mHTT CaM bind 36.
For O=C1S/C(=C\c2ccccc2F)C(=O)N1CN1CCOCC1 the results were Pf apPOL inh 3 and mHTT CaM bind -4.
O=C(NC1CCCCCC1)C1CCN(c2ccc(-c3ccc(Cl)cc3)nn2)CC1 was read as Pf apPOL inh -5 and mHTT CaM bind -10.
`O=C(Nc1c2c(nn1-c1ccc([N+](=O)[O-])cc1)CS(=O)(=O)C2)c1ccco1` gave Pf apPOL inh -2 and mHTT CaM bind 1.
`C(=N\N1CCN(C2c3ccccc3-c3ccccc32)CC1)/c1cccnc1` gave mHTT CaM bind inactive.
CC(NC(=O)C1CCN(c2cc(N3CCSCC3)ncn2)CC1)c1ccc(F)cc1 (centres undefined) was read as Pf apPOL inh -2 and mHTT CaM bind -8.
COC1CCN(C(=O)NC(C)C)CC1 was read as Pf apPOL inh -3 and mHTT CaM bind -1.
For COc1ccc(OC)c(NC(=O)c2coc(=O)c3ccccc23)c1 the results were Pf apPOL inh 2 and mHTT CaM bind 20.
`O=C(Nc1nc2ccccc2s1)c1cc(-c2cccs2)n(C2CCS(=O)(=O)C2)n1` (centres undefined) gave Pf apPOL inh -6 and mHTT CaM bind -9.
`O=C1CSC(c2ccc(F)c(F)c2)N1c1ccc(Cl)c(Cl)c1` (centres undefined) gave Pf apPOL inh -3 and mHTT CaM bind -35.
For CCOC(=O)CC[C@H]1CC[C@]2(CCCN(C3CCCCC3)C2)O1 the results were Pf apPOL inh -4 and mHTT CaM bind -2.
For CCOc1ccccc1NC(=O)N1CCc2nc(-c3ccccc3)ncc2C1 the results were Pf apPOL inh -6 and mHTT CaM bind 2.
Screening CC(=O)OCCCN1CCC2(CCC(c3ccccc3)CC2)C1=O (centres undefined) returned Pf apPOL inh -5 and mHTT CaM bind -2.
Screening Cc1ccnc(NC(=O)c2cccc([N+](=O)[O-])c2C)c1 returned Pf apPOL inh -2 and mHTT CaM bind 1.
For CC1c2cccn2CCN1C(=O)Nc1ccc(Br)cc1F (centres undefined) the results were Pf apPOL inh -4 and mHTT CaM bind -4.
CC1(C)Cc2ccccc2C(CC#N)=N1 was read as Pf apPOL inh 1 and mHTT CaM bind 10.
`Cc1ccc(-c2cn(CC(=O)Nc3cccc(C)c3)c(=O)o2)cc1` gave Pf apPOL inh -4 and mHTT CaM bind 1.
Screening CCCNC(=O)CC1Sc2ncccc2N(CC)C1=O (centres undefined) returned Pf apPOL inh 0 and mHTT CaM bind -4.
Cc1cc(N2CCN(C)CC2)nc2ccc(NC(=O)c3cc(-c4ccco4)nc4ccccc34)cc12 was read as Pf apPOL inh 5 and mHTT CaM bind 57*.
Screening Cc1ccccc1N1CCN(C(=O)c2ccc(Cl)c(Cl)c2)C(C)C1=O (centres undefined) returned Pf apPOL inh -3 and mHTT CaM bind 8.
For COc1cc(/C=C2\NC(=O)NC2=O)cc(Cl)c1OCc1cccc(F)c1 the results were Pf apPOL inh -3 and mHTT CaM bind 26.
`Cn1c2c(c(=O)n(C)c1=O)C(c1ccc(Cl)c(Cl)c1)C1C(=O)c3ccccc3C1=N2` (centres undefined) gave Pf apPOL inh 26 and mHTT CaM bind 8.
Screening O=C(c1cccs1)N1C[C@H](O)[C@@H](n2cc(C3CC3)nn2)C[C@@H]1c1ccc(Cl)cc1 returned Pf apPOL inh -6 and mHTT CaM bind 10.
`Cc1ccc(C2C(C#N)=C(N)OC3=C2C(=O)CC(C)(C)C3)cc1` (centres undefined) gave Pf apPOL inh -2 and mHTT CaM bind 5.
`CCCN1C(=O)S/C(=C\c2c(NCCOC)nc3ccccn3c2=O)C1=O` gave Pf apPOL inh 0 and mHTT CaM bind 10.
For Cn1c(=O)c2c(no[n+]2[O-])c2c(=O)n(-c3ccccc3)c(=O)n(-c3ccccc3)c21 the results were Pf apPOL inh 4.
Cc1noc(-c2nn(C)c3c2CN(C(=O)c2ccc(C)c(F)c2)CC3)n1 was read as Pf apPOL inh 2 and mHTT CaM bind -8.
Screening COCc1noc(C2CCCCN2C(=O)CCc2cccc(OC)c2)n1 (centres undefined) returned Pf apPOL inh 1 and mHTT CaM bind 2.
`COc1cccc(C(=O)N2CCC3(CC2)NC(=O)N(Cc2cccc(Cl)c2)C3=O)c1` gave Pf apPOL inh -6 and mHTT CaM bind 20.
Screening CC(C)(C)c1ccc(OCc2nnc(SCc3csc(N)n3)n2-c2ccccc2)cc1 returned Pf apPOL inh 9 and mHTT CaM bind 47.
`CC(C)c1ccc(N2C=Nc3ccc(C(C)C)cc3C2)cc1` gave Pf apPOL inh -15.
For Cc1cccc(Cl)c1NC(=O)CN1CCC(c2nc(-c3ccccc3Cl)no2)CC1 the results were Pf apPOL inh -11 and mHTT CaM bind -7.
Screening Cc1cc(C)c2c(N(C)C)nc(C(=O)NC3CCCCC3)nc2n1 returned Pf apPOL inh 4 and mHTT CaM bind 3.

Source: PubChem (University of Kansas High Throughput Screening Laboratory)
